Bioassay records deposited in PubChem BioAssay by several laboratories.
Fh CTSL1 inh – Fasciola hepatica cathepsin L1 inhibitors, primary screen, counter-screen for PFM18AAP inhibitor project, biochemical, QFRET, fluorogenic peptide substrate. hit rate 0.49% among 300,000. inhibition, % at 5.96 µM. recombinant F. hepatica cathepsin L1, Z-Leu-Arg-MCA fluorescence. AID 1906, 2009;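 active = inhibition above the mean of all tested compounds plus 3 SD, set per screening campaign, cut at about 17% in these data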;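 also: 0% = plate median of test compound wells and 100% = 1 µM Z-Phe-Ala-diazomethylketone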
core dimer inh – inhibitors of HCV core protein dimerization, primary screen, biochemical, TR-FRET, high-throughput | TR-FRET GST/Flag-core106 dimerization, 1536-well | inhibition, % at 5 µM | hit rate 0.33% among 300,000 | AID 1899, 2009;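 active = inhibition above the mean of all tested compounds plus 3 SD, set per screening campaign, cut at about 45% in these data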
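Assay system: Tagged HCV core106 pair (GST and Flag) | Buffer or medium: KF-containing HEPES buffer, pH 7.45, DTT, CHAPS, BSA | Also added: Eu donor and XL665 acceptor anti-tag antibodies | Dosing: One concentration, 5 µM, in 0.5% DMSO | Timing: 4 h at 22.5 °C | Technique: TR-FRET 671 and 617 nm emission | Repeats: Singlicate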
PP1 counter – PP1-alpha phosphatase inhibitors, primary screen, counter-screen for PP5 inhibitor project, biochemical, fluorescence, OMFP substrate, single point. Serine/threonine-protein phosphatase PP1-alpha catalytic subunit (Homo sapiens), P62136. purified PP1alpha. inhibition, % at 6.7 µM. hit rate 0.9% among 320,000. AID 2235, 2010;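 active = inhibition above the mean inhibition of all tested compounds plus 3 SD, computed separately for each screening campaign, cut at about 15% in these data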
Target sequence (P62136 whole entry, looked up): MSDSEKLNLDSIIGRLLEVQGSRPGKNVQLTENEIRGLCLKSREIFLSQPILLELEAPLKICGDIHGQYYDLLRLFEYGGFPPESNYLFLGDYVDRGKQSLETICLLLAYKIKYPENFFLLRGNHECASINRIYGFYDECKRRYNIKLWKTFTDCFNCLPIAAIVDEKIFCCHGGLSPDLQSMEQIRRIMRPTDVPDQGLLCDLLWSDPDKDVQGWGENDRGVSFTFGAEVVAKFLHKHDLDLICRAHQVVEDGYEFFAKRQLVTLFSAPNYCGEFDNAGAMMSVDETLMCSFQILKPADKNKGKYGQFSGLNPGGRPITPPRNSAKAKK
procasp7 counter – procaspase-7 activators, primary screen, counter-screen for procaspase-3 activator project, biochemical, absorbance, HTS, human; Caspase-7 (Homo sapiens), P55210; recombinant procaspase-7, Ac-DEVD-pNA absorbance 405 nm; D23A/D198A/D206A triple mutant, cannot self-cleave; scale: DMSO 0, 5 µM enzyme 100; activation, % at 8.5 µM; hit rate 0.093% among 330,000; AID 463210, 2010;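 active = percent activation above the screen-wide mean plus 3 SD, cut at about 25% in these data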
Target sequence (P55210 whole entry D23A/D198A/D206A): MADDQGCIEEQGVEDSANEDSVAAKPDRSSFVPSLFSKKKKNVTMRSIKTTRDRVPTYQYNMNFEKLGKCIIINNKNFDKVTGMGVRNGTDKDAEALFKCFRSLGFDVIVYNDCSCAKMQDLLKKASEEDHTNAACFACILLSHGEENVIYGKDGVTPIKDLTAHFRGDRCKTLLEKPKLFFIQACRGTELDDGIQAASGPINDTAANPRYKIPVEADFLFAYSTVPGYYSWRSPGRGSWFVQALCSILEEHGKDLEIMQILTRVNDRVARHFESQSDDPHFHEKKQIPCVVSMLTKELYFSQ
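Material: Procaspase-7 triple mutant (PC-7 D3A) | Quantity: 2 µM procaspase-7 mutant as dispensed | Reagent: DEVD-pNA substrate | Times: 1 h preincubation, 2 h reaction | Technique: 405 nm absorbance of p-nitroaniline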
Efflux pump mplx – inhibitors of Candida efflux pumps in yeast, primary screen, S. cerevisiae, Nile Red, multiplex; S. cerevisiae Candida pump triplex; inhibition, % at 10 µM; hit rate 0.44% among 330,000;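 active = plate passing quality check with inhibition over a set limit, or well fluorescence over plate mean plus 4 SD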;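 also: Nile Red retained in pooled yeast measured as flow cytometry median fluorescence; 0% = buffer negative control and 100% = Enniatin B positive control; higher means more Nile Red kept so more efflux inhibition; some compounds called inactive have numbers as strong as hits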
TPT1 inh – Candida albicans TPT1 enzyme inhibitors, primary screen, biochemical, fluorescence polarization; hit rate 0.81% among 300,000; AID 1962, 2009; tRNA 2'-phosphotransferase TPT1 (Candida albicans SC5314); inhibition, % at 5 µM; recombinant caTPT1, FP RNA substrate dephosphorylation;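 active = inhibition above the mean of all tested compounds plus 3 SD, set per screening campaign, cut at about 24% in these data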;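 also: plate controls were DMSO alone for no effect and ferristatin control at 100 nM for full effect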
GASC-1 inh – inhibitors of GASC-1 histone demethylase, primary screen, biochemical, fluorescence, DELFIA europium | Lysine-specific demethylase 4C (Homo sapiens), Q9H3R0 | GST-JMJD2C(1-420) H3K9me3 demethylation | inhibition, % at 2.35 µM | hit rate 0.069% among 330,000;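 active = more than half of a compound's replicate wells show inhibition beyond 50%, single wells judged on their own value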;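 also: signal counts dimethyl H3K9 product captured on neutravidin plate; 0% = median of DMSO wells and 100% = 0.3 times that DMSO median; strong numbers were not always called active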
Target sequence (Q9H3R0 1-420 limits assumed): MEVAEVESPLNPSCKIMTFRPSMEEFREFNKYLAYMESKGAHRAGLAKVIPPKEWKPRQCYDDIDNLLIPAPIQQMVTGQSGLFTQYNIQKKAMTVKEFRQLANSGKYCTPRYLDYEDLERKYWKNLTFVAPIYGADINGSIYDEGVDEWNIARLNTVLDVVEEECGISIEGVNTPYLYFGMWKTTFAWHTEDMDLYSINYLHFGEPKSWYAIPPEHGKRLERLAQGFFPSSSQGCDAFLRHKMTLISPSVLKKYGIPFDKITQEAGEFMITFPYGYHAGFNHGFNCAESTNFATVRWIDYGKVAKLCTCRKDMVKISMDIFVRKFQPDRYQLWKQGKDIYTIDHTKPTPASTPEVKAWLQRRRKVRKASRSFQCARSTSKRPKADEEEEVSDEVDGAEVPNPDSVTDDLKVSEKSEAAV
PP5 inh – PP5 phosphatase inhibitors, primary screen, biochemical, fluorescence | AID 1987, 2009 | Serine/threonine-protein phosphatase 5 (Homo sapiens), P53041 | purified PP5c, OMFP substrate fluorescence | hit rate 0.18% among 320,000 | inhibition, % at 6.7 µM;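 active = inhibition above the campaign's mean inhibition across all tested compounds plus 3 SD, cut at about 9.5% in these data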;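 also: 0% = DMSO only and 100% = 100 µM cantharidin control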
procasp3 activ – activators of human procaspase-3 D3A mutant, primary screen, biochemical, absorbance, PC-3 D3A mutant, single concentration. Caspase-3 (Homo sapiens), P42574. recombinant procaspase-3 D3A, Ac-DEVD-pNA absorbance 405 nm. activation, % at 8.5 µM. hit rate 0.11% among 330,000;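 active = activation above the mean of all tested compounds plus 3 SD, cut at about 21% in these data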;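 also: 0% = DMSO alone and 100% = DMSO wells spiked with extra 5 µM PC-3 D3A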
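Compound: 8.5 µM single point, 0.8% DMSO / Material: Autoprocessing-dead procaspase-3 D3A mutant enzyme / Timing: 1 h preincubation plus 2 h reaction at 25 °C / Medium: Zinc-free HEPES/NaCl buffer with 0.01% Triton X-100 at pH 7.4 / Technique: 405 nm absorbance of p-nitroaniline, reads at 0 and 120 min / Repeats: one well per compound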
Active calls of the source: *; / = no result given; & = joins results of further samples.

SMILES | Fh CTSL1 inh | core dimer inh | PP1 counter | procasp7 counter | Efflux pump mplx | TPT1 inh | GASC-1 inh | PP5 inh | procasp3 activ
Cc1ccc(S(=O)(=O)N/N=C/c2cccc3nccnc23)cc1 | -2.5 | -2.8 | 1.7 | -1.4 | 0.0 | 3.6 | -2.8 | 0.5 | -6.5
CSc1ccc(C2Nc3cccc4cccc(c34)N2)cc1 | -4.1 | -13.8 | 1.1 | 9.6 | 0.2 | 4.2 | 1.8 | 1.8 | -1.2
O=c1c2ccccc2nnn1CSc1nnc2sc3ccccc3n12 | -0.5 | 9.2 | -3.3 | 0.9 | -0.1 | -5.0 | -0.9 | -0.8 | -0.3
CC12CCC(C(=O)Nc3ccccc3Br)(C/C1=N\O)C2(C)C (configuration not stated) | 0.8 | 1.3 | -0.9 | -8.3 | 0.3 | 1.5 | -14.9 | 3.8 | 1.3
CCOC(=O)N1CCC(N(CCN(C)C)C(=S)Nc2cc(Cl)ccc2C)CC1 | -0.6 | -0.9 | -5.7 | -4.7 | 0.1 | 0.2 | -11.6 | -2.1 | -2.4
CCOC(=O)C1=C(c2ccccc2)Nc2ncnn2C1c1cc(OC)ccc1OC (configuration not stated) | 4.2 | -0.9 | -3.1 | 3.1 | 0.0 | -3.1 | 95.8&2.9 | 4.0 | -0.7
O=C(NC1CCCCCC1)c1ccc(Br)o1 | 1.4 | 8.9 | -2.5 | -2.1 | -0.1 | -1.0 | -1.9 | 1.2 | 2.7
CCN(CC)c1ccc(/C=C2\C(=O)c3ccc(C(=O)O)cc3C2=O)cc1 | 3.1 | -7.3 | -7.4 | -1.0 | 5.8* | 142.5* | 8.2 | -1.9 | -4.8
Cc1cc(C(=O)CSc2nc3ccccc3[nH]2)c(C)n1Cc1ccco1 | 5.2 | 20.7 | 0.5 | -11.8 | -0.3 | 3.8 | 1.3 | 2.7 | -5.9
CCCC[C@H]1COCCS(=O)(=O)N1Cc1cccc(Cl)c1 | -4.6 | 4.5 | -6.3 | -8.0 | 0.0 | -0.8 | -4.2 | 2.2 | 1.8
COC(=O)c1ccccc1NC(=O)CSc1nncn1C | 5.2 | 2.8 | 6.8 | -11.0 | 0.0 | 0.5 | -0.7 | 2.6 | -3.6
CCCCN(C1CCS(=O)(=O)C1)S(=O)(=O)c1cccs1 (configuration not stated) | 7.9 | 0.8 | -1.3 | -6.5 | 0.1 | 2.0 | 9.5 | 0.1 | -2.9
CC(C)Oc1ccc(C(=O)O)cc1 | -3.2 | 6.6 | -4.1 | 10.3 | -0.1 | -3.2 | 4.0 | -1.5 | 0.2
COc1cc(/C=N/N2CCN(Cc3ccccc3)CC2)cc(OC)c1OC(C)=O | 2.9 | 2.6 | -4.2 | 13.5 | 0.0 | -1.4 | 4.3 | -1.6 | -8.1
COc1cc(CNCc2cccs2)ccc1OCC(N)=O | 4.5 | -0.3 | -2.6 | 1.6 | 0.1 | -3.9 | 0.1 | 1.5 | -6.5
CCC/C(O)=C1\C(=O)CC(C)(C)CC1=Nc1ccccc1O | 1.9 | 1.5 | -2.6 | 5.8 | -0.1 | 6.9 | -6.0 | 1.7 | 3.4
CC(C)OP(=O)(c1ccc(N(C)C)cc1)C(Nc1ccccc1)c1ccccc1 (configuration not stated) | -2.6 | 5.1 | 2.4 | 7.0 | 0.0 | -3.5 | 4.1 | 3.5 | -3.0
Cn1cnc2cc(NCc3cccs3)ccc21 | 14.4 | 2.8 | 1.7 | -4.9 | 0.0 | -2.3 | -5.5 | 0.5 | -3.2
O=C(NCc1ccco1)c1ccc(Cn2c(=O)c3sccc3n(Cc3cccc(F)c3)c2=O)cc1 | 1.0 | 9.7 | 1.1 | -3.7 | 0.3 | -2.4 | -12.3 | 2.8 | -3.0
COc1cccc(CNC(=O)CCC2CCCN(C(=O)CCC(F)(F)F)C2)c1 (configuration not stated) | -2.1 | 3.4 | -2.7 | -2.1 | -0.3 | 1.4 | 66.6 | -1.3 | -4.1
COC(=O)c1cc(NC(C)=O)ccc1N1CCOCC1 | -1.4 | -15.5 | -11.2 | 9.3 | 0.2 | 2.7 | -10.8 | -0.8 | 7.1
O=C(Cc1ccc(F)cc1)Nc1nc(-c2ccc(F)cc2)cs1 | 2.1 | 10.9 | -1.5 | -1.3 | -0.1 | 1.2 | 5.4 | 6.2 | 1.3
COc1cc(OC)cc(C(=O)NC(C(=O)NCc2ccccn2)C(C)C)c1 (configuration not stated) | / | / | -0.7 | 4.7 | 0.1 | / | 1.3 | 2.5 | 6.8
O=C(Nc1ccccn1)C1CCN(C(=O)Nc2ccccc2)CC1 | -4.2 | 1.2 | -1.1 | -4.9 | 0.1 | -0.9 | -8.7 | -0.7 | 13.2
ON=Cc1cccn1-c1ccccc1 | 0.2 | -4.8 | -1.2 | 9.0 | 0.1 | -3.0 | 15.2 | 1.1 | 0.8
O=C(CCC(=O)N1CCSc2ccccc21)Nc1cccc(F)c1 | -2.1 | 2.9 | -1.9 | -4.0 | 0.0 | 2.3 | 10.6 | 3.5 | 3.8
O=C(COC(=O)/C=C/c1ccccc1)NCC1CCCO1 (configuration not stated) | -9.3 | 4.3 | -11.3 | 9.3 | 0.0 | -0.4 | -15.2 | -1.0 | 1.1
C/C(N)=C(/C#N)C(=O)CSc1nc2cc(Cl)ccc2c(=O)n1Cc1ccco1 | -2.2 | 10.5 | 6.3 | -16.2 | 0.1 | 4.1 | 3.4 | 1.2 | -6.4
Cc1cnc(CN(C)Cc2c(C(=O)N3CCCCCCC3)nc3ccc(Cl)cn23)[nH]1 | -0.4 | 20.0 | -1.6 | 4.9 | 0.1 | 2.4 | 3.2 | -1.3 | 3.3
O=C(Nc1ccc(C(F)(F)F)cn1)Nc1cccs1 | -0.4 | -1.2 | -0.1 | 5.0 | -0.1 | -0.1 | 2.0 | 0.8 | 11.8
COc1cc(CN2CCCCCC2)cc(OC)c1OC | -2.4 | 0.6 | 4.8 | 7.5 | 0.3 | -0.5 | 0.8 | 3.3 | -0.4
COc1cccc(OC)c1C(=O)Nc1ccc([N+](=O)[O-])cn1 | 0.5 | -5.1 | 3.4 | -0.2 | 0.0 | -3.1 | -13.5 | 2.1 | 8.4
O=C(COC(=O)CNC(=O)c1ccccc1F)NCC(F)(F)F | -10.5 | 2.3 | -4.5 | 6.7 | 0.1 | -1.7 | -4.6 | -4.2 | 2.4
O=C(O)c1nc2nc(Cl)c(Cl)nc2[nH]1 | -2.4 | -8.8 | -1.6 | 2.4 | -0.2 | -0.3 | -14.4 | -0.2 | 4.4
CCCCC(c1nnnn1Cc1ccco1)N1CCN(c2nc3ccccc3s2)CC1 (configuration not stated) | 3.9 | 11.3 | 1.8 | -0.9 | 0.0 | -5.8 | -2.6 | 2.9 | 5.3
O=C(COC(=O)Cn1nc(-c2ccccc2)oc1=O)Nc1ccc(F)cc1 | / | / | -3.9 | 8.9 | -0.1 | / | 3.4 | -0.4 | 1.6
COc1ccc(CCNc2oc(Cc3ccccc3)nc2C#N)cc1OC | 0.4 | -2.5 | -1.6 | 3.5 | 0.0 | -1.8 | 12.6 | 0.9 | 4.7
O=C(COC(=O)c1ccc(O)cc1)Nc1ccc(S(=O)(=O)N2CCCC2)cc1 | / | / | / | -3.5 | 0.0 | / | -5.7 | / | 9.0
Clc1ccc(COn2c(-c3ccccc3)nc3ccccc32)cc1 | 2.7 | 1.5 | 1.7 | -11.9 | -0.1 | -3.1 | -1.2 | 3.6 | -1.9
CCCCCCCCCCCC(=O)NC1CCS(=O)(=O)C1 (configuration not stated) | 4.3 | -1.3 | -2.6 | -3.0 | 0.4 | 1.3 | 13.7 | 0.6 | -1.4
CCOC(=O)[C@@H]1[C@H]2COc3cc(OC)ccc3[C@H]2N2C(=O)N(c3ccc(Br)cc3)C(=O)[C@]12C | / | / | / | 1.3 | -0.5 | / | 9.7 | / | 8.1
CN(C)c1cc[n+](CC(=O)c2ccc(OC(F)F)cc2)cc1 | -2.7 | -5.1 | -2.7 | 8.1 | -0.1 | -1.8 | 5.8 | -3.3 | -4.6
COc1ccc(CCC(C)N(C)Cc2ccccc2)cc1 (configuration not stated) | 0.8 | 7.1 | -0.6 | 2.6 | 0.0 | -3.1 | -34.8 | 0.7 | 10.6
Cc1occc1C(=O)Nc1ccc2c(c1)OCO2 | 11.0 | -0.3 | 3.7 | -12.2 | 0.0 | -7.0 | -5.1 | -5.3 | -13.8
O=C(NCc1ccccc1)c1ccc(C2SCC(=O)N2Cc2ccccc2)cc1 (configuration not stated) | 1.0 | 7.4 | -0.2 | -5.3 | 0.1 | 0.1 | 2.7 | 2.7 | 0.8
COc1cc(OC)cc(-c2nnc(SCC(=O)N(C(C)C)C(C)C)o2)c1 | 4.5 | -4.1 | 0.6 | 10.8 | 0.0 | -6.0 | 6.6 | -1.4 | -5.7
Cc1cc(C)cc(OCC(=O)Nc2cc(C)on2)c1 | 0.9 | 0.0 | -1.0 | 10.1 | 0.0 | -0.9 | -0.1 | 0.3 | 3.3
COc1ccc(CNC(=O)CN(C(=O)CCC(=O)Nc2nccs2)c2ccc3c(c2)OCO3)cc1 | -0.7 | 2.2 | -2.8 | -2.4 | 0.0 | 3.6 | -31.0 | -0.3 | 1.3
CCCCOC(=O)c1ccc(NC(=O)CN2C(=O)NC3(CCCCCC3)C2=O)cc1 | / | / | 4.8 | 6.5 | 0.2 | / | / | 5.4 | 2.4

Single records, as listed above. Screens in order: Fh CTSL1 inh, core dimer inh, PP1 counter, procasp7 counter, Efflux pump mplx, TPT1 inh, GASC-1 inh, PP5 inh, procasp3 activ
O=C(NCc1ccccc1)c1ccc(C2SCC(=O)N2Cc2ccccc2)cc1 (configuration not stated) is listed as 1.0, 7.4, -0.2, -5.3, 0.1, 0.1, 2.7, 2.7, 0.8
CCCCOC(=O)c1ccc(NC(=O)CN2C(=O)NC3(CCCCCC3)C2=O)cc1 is listed as /, /, 4.8, 6.5, 0.2, /, /, 5.4, 2.4
